Apaf-1 inh: inhibitors of human Apaf-1 apoptosome, primary screen, biochemical, DEVD-Rh110 fluorescence, uHTS; Apoptotic protease-activating factor 1 (Homo sapiens), O14727; reconstituted apoptosome caspase-3 activity; inhibition, % at 20 µM; actives 0.71% (n = 330,000); AID 489030, 2010; active = inhibition of at least 40% at 20 µM;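 also: plate controls were DMSO wells for no effect and DEVD-CHO caspase inhibitor wells for full effect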
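System: reconstituted apoptosome with Apaf-1, cytochrome c, caspase-9, procaspase-3, dATP; Signal: Rh110 fluorescence intensity; Schedule: 30 min compound preincubation, 50 min activation, room temperature; Reagent: cytochrome c trigger plus (Z-DEVD)2-Rh110 caspase-3 substrate.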
SENP8 block: SENP8 protease inhibitors, primary screen, biochemical, luminescence | actives 1.2% (n = 330,000) | inhibition, % at 10 µM | Sentrin-specific protease 8 (Homo sapiens), Q96LD8 | AID 2540, 2010 | purified SENP8, Z-RLRGG-aminoluciferin cleavage
Target sequence (Q96LD8 whole entry, looked up): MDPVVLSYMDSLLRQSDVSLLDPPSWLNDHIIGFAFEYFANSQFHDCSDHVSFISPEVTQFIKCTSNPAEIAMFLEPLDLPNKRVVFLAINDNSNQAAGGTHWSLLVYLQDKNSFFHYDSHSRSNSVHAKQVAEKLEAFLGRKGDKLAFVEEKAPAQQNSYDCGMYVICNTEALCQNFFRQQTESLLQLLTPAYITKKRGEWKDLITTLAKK
697 NFkB inh: inhibitors of PMA/ionomycin-induced NF-kB reporter, 697 cells, primary screen, B-cell NF-kB inhibitor project, cell-based, luminescence, uHTS | 697 B-cell NF-kB luciferase reporter, 16 h | inhibition, % at 4 µM | actives 0.33% (n = 330,000) | AID 435022, 2010; in the data active = inhibition above about 35%
Gli-Sufu antag: Gli-Sufu pathway antagonists, primary screen, luciferase luminescence, Sufu-KO-LIGHT cells, uHTS; Sufu-KO-LIGHT fibroblasts, Gli luciferase reporter luminescence; inhibition, % at 5 µM; actives 0.74% (n = 340,000);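 active = inhibition above about 55%, limit read from the data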;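 also: 0% = DMSO-treated cells and 100% = wells with medium but no cells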
UBC13 inh: UBC13 polyubiquitin chain formation inhibitors, primary screen, biochemical, TR-FRET, uHTS | Ubiquitin-conjugating enzyme E2 N (Homo sapiens), P61088 | inhibition, % at 20 µM | actives 0.47% (n = 330,000) | AID 485273, 2010; in the data active = inhibition above about 45%, passing the limit was not always enough
Jurkat NFkB inh: inhibitors of induced NF-kB luciferase reporter, primary screen, TCR NF-kB activation inhibitor project, cell-based, luminescence, uHTS; Jurkat, PMA/ionomycin-induced NF-kB luciferase reporter; inhibition, % at 4 µM; actives 0.53% (n = 330,000)
CCR6 antagonist: CCR6 receptor antagonists, primary screen, cell-based, CHO-K1, luminescence, beta-arrestin, uHTS; CHO-K1 CCR6 PathHunter beta-arrestin, CCL20-stimulated; inhibition, % at 20 µM; actives 0.49% (n = 340,000); AID 493098, 2011;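 active = compounds whose inhibition of the agonist-driven luminescence signal at 20 µM reaches about 50%, limit read from the data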;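 also: cells stimulated with CCL20 at 14 nM final; plate controls were DMSO with CCL20 for no effect and DMSO without agonist for full effect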
Target sequence (P51684 whole entry, looked up): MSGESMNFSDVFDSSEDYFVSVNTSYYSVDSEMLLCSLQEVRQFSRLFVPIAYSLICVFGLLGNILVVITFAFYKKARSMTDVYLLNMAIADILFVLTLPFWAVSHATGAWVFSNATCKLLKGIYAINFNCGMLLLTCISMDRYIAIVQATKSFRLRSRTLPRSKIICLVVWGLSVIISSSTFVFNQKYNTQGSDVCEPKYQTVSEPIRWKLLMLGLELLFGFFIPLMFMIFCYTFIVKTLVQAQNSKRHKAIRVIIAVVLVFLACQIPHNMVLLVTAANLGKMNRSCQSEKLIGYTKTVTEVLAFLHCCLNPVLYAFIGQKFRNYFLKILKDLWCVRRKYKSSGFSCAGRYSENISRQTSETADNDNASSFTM
EBI2 antag: EBI2 receptor antagonists, beta-arrestin recruitment, primary screen, cell-based, luminescence, 7a,25-OHC stimulation, uHTS; G-protein coupled receptor 183 (Homo sapiens), P32249; 7a,25-OHC stimulated; inhibition, % at 5 µM; actives 0.81% (n = 360,000); AID 651636, 2012; in the data active = inhibition above about 38%;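 also: enzyme fragment complementation signal reports receptor beta-arrestin coupling in cells; 0% = agonist plus DMSO wells and 100% = wells without agonist; some results beyond the cut were filed as inactive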
Target sequence (P32249 whole entry, looked up, the tested form may be a part): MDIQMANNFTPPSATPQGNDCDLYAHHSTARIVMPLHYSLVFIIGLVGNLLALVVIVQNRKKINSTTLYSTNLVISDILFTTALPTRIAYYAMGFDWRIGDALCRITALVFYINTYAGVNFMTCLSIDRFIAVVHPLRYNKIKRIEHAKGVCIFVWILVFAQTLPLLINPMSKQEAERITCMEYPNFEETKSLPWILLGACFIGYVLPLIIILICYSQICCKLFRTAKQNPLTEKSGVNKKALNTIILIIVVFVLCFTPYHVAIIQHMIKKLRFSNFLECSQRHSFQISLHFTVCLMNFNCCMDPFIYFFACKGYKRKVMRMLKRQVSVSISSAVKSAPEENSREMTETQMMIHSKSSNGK
The depositor's hits bear a star; · = not tested or not shown. Rule as the data show it, unless noted: active = inhibition above about 50%; inactive = the rest. This is a subset; rates above refer to the full screens.

Preview, four compounds:
no.	smiles	Apaf-1 inh	SENP8 block	697 NFkB inh	Gli-Sufu antag	UBC13 inh	Jurkat NFkB inh	CCR6 antagonist	EBI2 antag
1	COc1ccc(S(=O)(=O)NCC(=O)N(CC(=O)NCC2CCCO2)Cc2ccccc2)cc1 (stereo not given)	5.5	-2.0	13.0	-25.0	5.7	-4.2	-4.6	-4.8
2	CCOc1ccc(N(C(C)C(=O)Nc2cccnc2)S(C)(=O)=O)cc1 (stereo not given)	3.3	2.1	-17.7	-17.5	-1.7	-18.9	2.3	1.5
3	CC(C(=O)NCc1ccccn1)N1C(=O)c2ccccc2C1=O (stereo not given)	-18.5	6.3	9.0	-21.6	-2.1	-5.2	1.0	-7.7
4	O=C1CC(N(CCc2ccccc2)C(=S)Nc2ccccc2)C(=O)N1c1ccc(Br)cc1 (stereo not given)	27.4	-7.6	-20.3	6.6	-8.5	-15.7	21.9	19.1

All compounds of this part, repeating the preview:
no.	smiles	Apaf-1 inh	SENP8 block	697 NFkB inh	Gli-Sufu antag	UBC13 inh	Jurkat NFkB inh	CCR6 antagonist	EBI2 antag
1	COc1ccc(S(=O)(=O)NCC(=O)N(CC(=O)NCC2CCCO2)Cc2ccccc2)cc1 (stereo not given)	5.5	-2.0	13.0	-25.0	5.7	-4.2	-4.6	-4.8
2	CCOc1ccc(N(C(C)C(=O)Nc2cccnc2)S(C)(=O)=O)cc1 (stereo not given)	3.3	2.1	-17.7	-17.5	-1.7	-18.9	2.3	1.5
3	CC(C(=O)NCc1ccccn1)N1C(=O)c2ccccc2C1=O (stereo not given)	-18.5	6.3	9.0	-21.6	-2.1	-5.2	1.0	-7.7
4	O=C1CC(N(CCc2ccccc2)C(=S)Nc2ccccc2)C(=O)N1c1ccc(Br)cc1 (stereo not given)	27.4	-7.6	-20.3	6.6	-8.5	-15.7	21.9	19.1
5	CCN(CC)S(=O)(=O)c1ccc2c(c1)nc(SCC(=O)N1CCCCCC1)n2-c1ccc(OC)cc1	13.7	1.7	-20.7	16.0	0.7	-16.0	14.6	47.1*
6	COc1cc([N+](=O)[O-])ccc1NC(=O)Nc1nc2c(s1)CCCC2	-7.3	-0.9	-2.6	4.0	7.3	3.8	13.2	-0.9
7	CC1CCc2nn(CC(=O)NCc3ccc4c(c3)OCO4)cc2C1 (stereo not given)	-9.5	-0.9	7.4	0.0	2.9	-7.0	11.1	-5.4
8	CCC1Oc2ccc(C)cc2N(CC(=O)NCCN2C(C)CCCC2C)C1=O (stereo not given)	-5.9	-2.0	10.3	14.9	8.0	-3.2	10.7	2.8
9	CN1C=CC=C/C1=C1\SC(=S)N(N)C1=O	3.8	5.5	8.7	-3.0	-47.5	-5.5	12.0	1.0
10	CCCCCC(=O)c1c(C)[nH]c(C(=O)OCC)c1C	9.6	-4.6	-10.5	·	2.1	-8.2	2.5	6.6
11	O=C(COC(=O)c1cccnc1Cl)c1ccccc1	8.0	23.5	-19.3	-40.8	-2.7	-1.2	0.1	-6.8
12	C=CCc1cccc2cc(C(=O)NCc3ccc(C(=O)OCC)o3)c(=O)oc12	18.8	3.4	13.4	-1.2	1.8	-10.1	5.1	-11.1
13	COc1ccccc1C1/C(=C(/O)c2ccc(OC(C)C)cc2)C(=O)C(=O)N1c1cc(C)on1 (stereo not given)	3.2	4.7	16.7	-0.4	-7.7	9.3	-6.8	6.3
14	O=C(NC(=S)Nc1ccc2[nH]c(=O)[nH]c2c1)c1cncc(Br)c1	-7.7	-0.3	-2.7	1.5	2.7	-7.8	36.5	5.6
15	OCCNc1cnc2ccccc2n1	-2.5	-3.1	-10.2	-9.8	7.1	-16.7	2.6	-2.6
16	COc1cc(NC(=O)CC(C)S(=O)(=O)c2ccc3c(c2)NC(=O)CO3)cc(OC)c1OC (stereo not given)	-5.1	-1.3	-13.7	4.4	-2.8	-6.7	0.9	-9.1
17	Cc1ccc(C(=O)N/C(=C/c2ccc(-c3cc(C(F)(F)F)ccc3Cl)o2)C(=O)NCc2cccnc2)cc1	24.0	-4.6	6.1	4.0	-16.1	2.3	14.0	-10.9
18	CCCn1c(SCCc2ccccc2)nc2c1c(=O)[nH]c(=O)n2C	13.4	-6.4	-10.7	10.5	1.0	-23.2	16.1	7.6
19	Cn1c(SCc2nnc(-c3ccccc3Br)o2)nc2sc3c(c2c1=O)CCC3	0.2	-1.7	-11.8	4.7	-2.7	2.8	8.9	-3.9
20	CN1CCN(C(CNS(=O)(=O)c2ccc(Cl)cc2)c2cccnc2)CC1 (stereo not given)	3.7	1.2	0.7	7.7	1.7	5.9	12.1	-7.7
21	Cc1nc2ccccc2n1C(=O)N(C)C	-5.3	4.6	13.2	0.1	-5.1	1.6	0.0	-8.7
22	S=C(NCCc1ccccn1)Nc1cccc(Cl)c1	8.5	2.3	6.3	13.2	7.7	4.8	15.1	-12.4
23	CC(C)NCC(O)COC1CCC(C(C)(C)C)CC1 (stereo not given)	5.7	-4.0	10.2	69.8*	7.4	-16.4	14.3	-9.9
24	O=S(=O)(NCC(c1cccnc1)N1CCN(c2ccccc2)CC1)c1cccs1 (stereo not given)	0.9	-0.9	13.9	0.0	7.6	0.0	14.0	1.3
25	O=C(COC(=O)c1ccc(S(=O)(=O)N2CCOCC2)cc1)Nc1ccccc1OC(F)F	-3.1	6.0	2.3	-6.6	10.6	18.4	1.2	-9.8
26	CC(C)(C)c1ccc(S(=O)(=O)N2CCSC2)cc1	-0.9	1.3	3.7	0.3	12.1	8.3	17.3	6.2
27	CC1(C)CC(=O)C(C#N)=C(NCCCO)C1	-5.1	3.5	15.1	9.0	-1.6	8.1	3.2	-3.4
28	CN(C)S(=O)(=O)c1cccc(C(=O)N2CCc3ccccc32)c1	-5.7	2.3	4.3	-1.8	-8.1	-7.9	8.2	-5.8
29	COc1ccc2[nH]c3c(c2c1)CCN1C(=O)N([C@@H](C)C(=O)NCCc2ccc(F)cc2)C(=O)[C@]31C	4.9	-0.9	8.1	-13.1	0.8	-6.8	-7.1	10.2
30	O=C(CSC1=N/C(=C/c2ccco2)C(=O)N1c1ccc(OC(F)F)cc1)NC1CCS(=O)(=O)C1 (stereo not given)	-6.0	2.8	1.7	-16.6	-2.9	8.6	3.9	17.6
31	O=C(Nc1ccc(S(=O)(=O)N2CCOCC2)cc1)c1cc([N+](=O)[O-])ccc1Cl	-20.5	-5.7	11.4	1.1	5.6	-9.1	-14.2	9.9
32	Cc1ccc(NC(=O)Cn2nc(-c3ccco3)ccc2=O)cc1Cl	18.6	2.7	5.9	-6.7	5.1	16.2	4.8	-0.3
33	CCCC(=O)NC(=S)Nc1ccc(CN2CCOCC2)cc1	-5.6	-7.5	4.2	-7.4	-1.5	-7.1	12.3	2.7
34	Cn1c(C(=O)O)cc2c(=O)n3ccccc3nc21	-10.1	-3.3	1.7	-7.6	13.8	6.8	7.0	9.0
35	CCc1nnc(NS(=O)(=O)c2ccc(NC(=O)c3ccccc3OC)cc2)s1	3.8	-2.0	5.5	2.5	4.0	21.1	6.7	-0.1
36	COc1ccccc1NC(=O)c1ccc(NC(=O)CSc2nnnn2C)cc1	-0.5	-1.1	22.2	-7.5	2.2	12.2	-8.1	-1.3
37	COc1ccc(-n2c(C)cc(/C=C(\C#N)C(=O)NCc3ccco3)c2C)cc1	9.5	2.8	11.1	-2.8	23.5	12.9	-0.8	5.4
38	COc1ccc(C(=O)NCCc2ccc(S(N)(=O)=O)cc2)cc1OC	16.3	-3.0	-3.2	-4.8	-1.1	-15.6	12.9	3.1
39	CC(=O)Oc1ccc(N2C(=O)c3cccc4c([N+](=O)[O-])ccc(c34)C2=O)cc1	12.3	-14.7	4.3	9.1	-24.1	8.1	65.2*	38.4
40	CCN(CC)C(=O)C1CCCN(C(=O)Nc2ccccc2)C1 (stereo not given)	-5.6	-8.5	-1.3	-2.0	-4.0	-15.3	14.6	-2.8

Individual results from above:
compound 34 | Jurkat NFkB inh = 6.8
compound 32 | 697 NFkB inh = 5.9

Next entries:
no.	smiles	Apaf-1 inh	SENP8 block	697 NFkB inh	Gli-Sufu antag	UBC13 inh	Jurkat NFkB inh	CCR6 antagonist	EBI2 antag
41	CCCCCn1nc(C(=O)N2CCc3ccccc32)c2ccccc2c1=O	19.6	6.8	-11.6	8.3	13.7	5.1	15.2	13.4
42	Cc1cccc(OCc2nnc(SCC(=O)Nc3cccc(C(=O)N4CCOCC4)c3)n2C)c1C	10.1	-2.5	14.5	-4.8	4.1	0.2	12.9	0.7
43	O=c1c2c3c(sc2nc(NCCOCCO)n1Cc1ccco1)CCCCC3	2.8	-0.5	-49.7	8.4	7.9	-12.0	5.2	-1.8
44	CC(C)OCCCNCC(O)c1ccccc1 (stereo not given)	-1.0	-1.2	8.2	8.0	6.3	-3.9	13.4	-24.2
45	O=C(NCCO)Nc1ccc2nsnc2c1	-1.9	4.6	12.0	-4.7	30.8	0.5	3.0	1.2
46	O=Cc1ccc2cccnc2n1	4.4	-13.6	16.4	1.1	-8.9	-11.0	5.0	-5.4
47	CC(C)(C)c1ccc(C(=O)NN2C(=O)CSC2=S)cc1	-5.1	9.8	8.1	2.8	-8.2	1.4	23.9	-2.9
48	COc1ccc(S(=O)(=O)Nc2cccc3c2O[C@H](CN(C)Cc2ccc(Oc4ccccc4)cc2)[C@@H](C)CN([C@H](C)CO)C3=O)cc1	25.8	12.1	2.7	11.3	5.2	7.6	2.7	12.1
49	COc1ccc(C(=O)COC(=O)c2cc3ccccc3oc2=O)c(OC)c1	4.5	1.5	12.5	-6.6	-0.4	12.9	6.9	-7.7
50	COc1ccccc1S(=O)(=O)Cc1ccc(C(=O)NCC(OC)OC)o1	1.0	3.9	13.3	0.4	-0.8	6.6	2.6	-10.3
51	Cn1cc(C(=O)c2cccc(Cl)c2)cc1/C=N\O	6.0	-0.2	15.7	-2.7	7.3	-9.9	13.7	0.6
52	CC(C)(C)NC(=O)C1N(c2cccnc2)C(=O)C2C(C(=O)Nc3ccccc3)C3(C)C=CC21O3 (stereo not given)	8.2	0.2	-1.2	-5.2	-3.3	2.2	-1.6	-13.7
53	Cc1cc(C)nc(SCc2nnc(SCC(=O)N3CCCc4ccccc43)o2)n1	9.8	-4.3	11.3	-0.5	5.8	-10.1	15.5	3.0
54	O=C(Nc1nccs1)c1cn2ccccc2n1	-9.1	30.7	-55.7	-86.8	-4.5	-41.7	-5.9	-8.3
55	O=C(Nc1ccc(F)c(F)c1)C1CCN(S(=O)(=O)c2cccc3nonc23)CC1	13.6	-4.4	-11.0	6.7	-2.1	-11.1	-0.3	-7.5
56	COc1ccc(NC(=O)COC(=O)CN2C(=O)c3ccccc3C2=O)cc1	2.7	1.5	3.0	-11.0	-5.5	-11.4	-7.5	-1.0
57	O=C(O)[C@H]1CCCC[C@H]1C(=O)NCCNC(=O)[C@@H]1CCCC[C@@H]1C(=O)O	-4.7	-10.0	-2.7	-8.6	-8.5	7.0	8.1	-4.1
58	CS(=O)(=O)c1ccc2nc(NC(=O)c3ccc(Cn4cc(Br)cn4)o3)sc2c1	-3.4	-4.5	-11.0	18.9	4.5	10.8	7.5	4.7
59	CCCN(CCC)C(=O)CP(=O)(c1ccccc1)c1ccccc1	-8.5	6.3	5.3	-3.6	-2.8	-6.4	-0.3	4.3
60	C=CCNc1ccccc1S(=O)(=O)NCc1ccccc1	19.3	·	7.5	-58.3	·	·	5.7	4.1
61	CC[C@H](C)[C@H](NC(=O)c1ccc(Cl)cc1)C(=O)OCC(=O)c1c(N)n(C)c(=O)n(C)c1=O	-1.3	0.7	19.1	-0.4	14.5	15.1	9.8	0.8
